# GRIN3A LBD mod – binders of NR3A ligand-binding domain, primary screen, biophysical, differential scanning fluorimetry, uHTS | 340,000 compounds, 2.5% hits | Tm shift relative to glycine control, % at 25 µM | Glutamate receptor ionotropic, NMDA 3A (GRIN3A) ligand-binding domain | NR3A LBD differential scanning fluorimetry, Tm shift; 0% = protein alone, 100% = glycine-bound protein;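 active = melting temperature shift of at least 10% of the positive control shift, at one fixed dose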
# SENP1 FRET inh – human SENP1 catalytic domain inhibitors, primary screen, biochemical, FRET, uHTS. Sentrin-specific protease 1 (Homo sapiens), Q9P0U3. recombinant SENP1 catalytic domain, CyPet-SUMO1-YPet FRET cleavage. inhibition, % at 10 µM. 360,000 compounds, 0.21% hits. AID 624204, 2012;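 active = inhibition at least 30% at 10 µM, raw YFP signal under a set limit, fluorescence ratio 0.5 to 1.5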;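 also: 0% = enzyme with DMSO and 100% = no enzyme wells; some results filed as inactive read as strong as hits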
# Target sequence (Q9P0U3 419-644 limits assumed): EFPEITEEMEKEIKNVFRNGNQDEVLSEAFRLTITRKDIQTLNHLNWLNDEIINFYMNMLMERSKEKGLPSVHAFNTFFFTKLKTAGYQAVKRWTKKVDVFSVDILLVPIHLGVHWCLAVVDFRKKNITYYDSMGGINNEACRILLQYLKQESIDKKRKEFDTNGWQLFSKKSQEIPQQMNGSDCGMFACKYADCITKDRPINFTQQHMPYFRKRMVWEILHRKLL
#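 Material – human SENP1 catalytic domain · Input – SENP1 enzyme, 20 pM final · Compound dosing – single concentration of 10 µM compound, 0.5% DMSO final · Timing – enzyme reaction for 50 min at room temperature, dark · Measured by – FRET fluorescence in CFP and YFP emission channels · Control set – no-enzyme wells low, DMSO-plus-enzyme wells high control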
# hIAP activ – human IAP activators, primary screen, biochemical, luminescence, uHTS; AID 2524, 2010; purified human IAP, CDP-Star luminescence, 30 min; active compounds read high; 1 = vehicle-only enzyme, 0 = enzyme-free background; Intestinal-type alkaline phosphatase (Homo sapiens), P09923; activation factor at 10 µM; 330,000 compounds, 0.16% hits;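 active = activation factor of the enzyme at least 2-fold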; also: the source names both 10 and 20 µM as test concentration; values of inactives mirror those of a sister screen read the other way
# Target sequence (P09923 whole entry, looked up): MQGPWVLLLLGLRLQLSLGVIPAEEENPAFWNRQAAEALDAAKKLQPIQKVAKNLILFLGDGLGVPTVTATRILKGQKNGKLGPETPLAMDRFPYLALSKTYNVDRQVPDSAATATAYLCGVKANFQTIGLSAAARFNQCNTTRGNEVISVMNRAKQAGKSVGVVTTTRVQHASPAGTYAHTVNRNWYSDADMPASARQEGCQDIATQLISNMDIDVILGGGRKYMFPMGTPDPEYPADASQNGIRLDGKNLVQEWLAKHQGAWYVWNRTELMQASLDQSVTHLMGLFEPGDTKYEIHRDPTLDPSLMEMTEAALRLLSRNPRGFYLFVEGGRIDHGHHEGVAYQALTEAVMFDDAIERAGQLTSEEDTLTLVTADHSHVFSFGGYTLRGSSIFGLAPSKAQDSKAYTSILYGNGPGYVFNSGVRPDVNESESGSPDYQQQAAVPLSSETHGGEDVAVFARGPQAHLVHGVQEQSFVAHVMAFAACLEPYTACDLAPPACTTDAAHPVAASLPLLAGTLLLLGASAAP
# PfGluPho inh – PfG6PD enzyme inhibitors, primary screen, biochemical, fluorescence intensity, uHTS | glucose-6-phosphate dehydrogenase-6-phosphogluconolactonase (Plasmodium falciparum 3D7) | PfGluPho enzyme, NADPH resazurin-diaphorase fluorescence | inhibition, % at 20 µM | 350,000 compounds, 0.78% hits | AID 504690, 2011;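 active = inhibition reaching at least a set limit at 20 µM in the primary screen, cut at about 59% in these data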;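 also: 0% = DMSO wells with substrate and 100% = DMSO wells lacking glucose-6-phosphate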
# MPTP inh – mitochondrial permeability transition pore inhibitors, primary screen, biochemical, isolated mouse mitochondria, absorbance | Ca2+ swelling absorbance, 30 min | inhibition, % at 10 µM | 360,000 compounds, 1.4% hits;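 active = inhibition of 50% or more, scaled per plate between neutral and stimulator controls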;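 also: 0% = DMSO wells given calcium and 100% = 1 mM EGTA wells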
# SENP6 inh – SENP6 protease inhibitors, primary screen, biochemical, luminescence, uHTS; Recombinant SENP6 catalytic domain, aminoluciferin luminescence; inhibition, % at 10 µM; 330,000 compounds, 1.8% hits; AID 2599, 2010;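 active = inhibition above about 50% at the single tested dose, limit read from the data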;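 also: plate controls were DMSO wells with enzyme for no effect and DMSO wells lacking enzyme for full effect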
# SENP8 block – human SENP8 protease inhibitors, primary screen, biochemical, fluorescence, Nedd8 protein substrate, uHTS; Sentrin-specific protease 8 (Homo sapiens), Q96LD8; recombinant SENP8; inhibition, % at 20 µM; 360,000 compounds, 0.64% hits; in the data active = inhibition mostly above about 40%, no sharp cut-off; inactive = mostly below about 27%
# Target sequence (Q96LD8 whole entry, looked up): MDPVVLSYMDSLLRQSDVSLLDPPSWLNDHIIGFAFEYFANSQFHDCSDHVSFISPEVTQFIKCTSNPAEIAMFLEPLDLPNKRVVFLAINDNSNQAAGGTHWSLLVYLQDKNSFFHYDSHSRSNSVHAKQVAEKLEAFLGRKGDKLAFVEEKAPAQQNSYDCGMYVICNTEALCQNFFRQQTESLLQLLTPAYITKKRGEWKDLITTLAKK
# ATG4B inh – ATG4B protease inhibitors, primary screen, biochemical, fluorescence, uHTS; 340,000 compounds, 0.51% hits; inhibition, % at 8.33 µM; ATG4B cleavage of LC3-PLA2, NBD-HPC fluorescence, 1 h; Cysteine protease ATG4B (Homo sapiens), Q9Y4P1; in the data active = inhibition above about 40%
# Starred values were filed as active, the others as inactive; i = inactive; . = not tested or not shown.
# Order of results: GRIN3A LBD mod	SENP1 FRET inh	hIAP activ	PfGluPho inh	MPTP inh	SENP6 inh	SENP8 block	ATG4B inh
CCC1CCCCN1Cc1c(O)ccc2c(=O)c(-c3ccccc3)coc12 (stereo not drawn)
 : 1.9	0.7	0.94	-4.4	-2.6	-7.9	-398.3	-2.5
O=C1CSC(=S)N1/N=C/c1ccc(O)c([N+](=O)[O-])c1
 : 0.2	18.8	.	18.4	1.8	.	30.6	74.7*
O=C(NCC1CCCO1)c1ccc(COc2ccc(Cl)cc2)cc1 (stereo not drawn)
 : -1.3	0.3	1.16	-13.3	1.0	-4.8	14.4	-0.9
COc1cccc(C(=O)N/N=c2\oc3c(OC)cccc3cc2C(=O)NCc2ccccc2)c1
 : -8.0	-0.9	0.811	2.5	-1.1	-4.0	4.7	-21.1
CC(=O)Oc1ccccc1N(C(C)=O)S(=O)(=O)c1ccc2ccccc2c1
 : -1.9	1.0	1.11	-1.7	1.4	-22.1	0.6	1.3
CCOC(=O)N1CCN(C(=O)c2cccc(NC3=NC4CS(=O)(=O)CC4S3)c2)CC1 (stereo not drawn)
 : -1.3	1.0	1.04	-7.2	-1.8	-9.1	17.1	-1.6
COc1ccc(-c2cc(-c3ccccc3)c(C#N)c(SCC(=O)O)n2)cc1
 : 1.2	1.5	1.07	-33.1	-0.4	-15.4	-445.0	8.0
COc1cc(NC(=O)c2ccc(Br)o2)ccc1NC(=O)c1ccccc1Cl
 : 9.0	0.1	0.834	25.6	1.4	-1.6	10.5	8.1
CCOC(=O)c1ccc(Nc2cc(C)nc(-c3ccccc3O)n2)cc1
 : 35.2*	-1.6	1.11	6.9	34.7	2.7	-48.6	-7.6
O=C(c1ccsc1)N1CCN(C(=O)c2cccs2)CC1
 : -1.6	1.6	1.1	-13.7	-1.5	-4.8	22.4	-5.2
O=C(c1ccc2c(c1)OCCO2)C1CCN(S(=O)(=O)c2ccccc2F)CC1
 : 0.5	0.9	0.853	2.4	-0.2	-0.5	24.8	6.2
Cn1c(CNC(=O)c2cccs2)nnc1SCC(=O)Nc1ccc(Cl)cc1
 : -0.3	0.4	1.26	-5.1	2.3	-12.2	4.0	-16.2
COc1cccc(NC(=O)COC(=O)c2cccnc2)c1
 : -1.2	-9.6	1.13	-4.5	0.4	-8.4	11.9	-6.0
COc1cccc(-c2cc(C(=O)N/N=C/c3ccco3)c3ccccc3n2)c1
 : -4.3	0.8	1.04	19.6	0.1	-19.0	-14.4	3.7
CCS(=O)(=O)N1Cc2ccccc2CC1C(=O)Nc1nc2c(C)cccc2s1 (stereo not drawn)
 : -11.3	-4.1	1.43	3.9	0.6	-5.3	-36.2	-9.9
O=P(Cc1nnco1)(c1ccccc1)c1ccccc1
 : -1.7	4.1	1.13	-19.7	1.7	-13.8	18.0	1.3
COc1ccc2cc3cc(C(=O)NCc4ccccn4)oc3nc2c1
 : -0.3	-1.3	0.892	5.2	2.0	-10.0	i	-13.3
CCOc1ccc(OCC)c(S(=O)(=O)N2CCC(C)CC2)c1
 : -0.5	-1.8	0.89	-27.9	-2.0	-8.0	5.5	3.8
CC(=O)c1cccc(NC(=O)N2CCN(S(C)(=O)=O)CC2)c1
 : -0.8	-0.2	1.09	4.3	-2.9	-16.3	10.6	-0.1
COc1ccc(NC(=O)CC(Cc2ccccc2)C(=O)O)cc1 (stereo not drawn)
 : -0.2	2.5	1.11	-2.9	2.0	6.9	5.1	-4.0

# Entries above shown as hits in ATG4B inh:
SMILES | GRIN3A LBD mod | SENP1 FRET inh | hIAP activ | PfGluPho inh | MPTP inh | SENP6 inh | ATG4B inh
O=C1CSC(=S)N1/N=C/c1ccc(O)c([N+](=O)[O-])c1 | 0.2 | 18.8 | . | 18.4 | 1.8 | . | 74.7*

# 2 compounds drawn at random from the list so far, as already listed:
# Order of results: GRIN3A LBD mod	SENP1 FRET inh	hIAP activ	PfGluPho inh	MPTP inh	SENP6 inh	SENP8 block	ATG4B inh
CCOC(=O)c1ccc(Nc2cc(C)nc(-c3ccccc3O)n2)cc1
 : 35.2*	-1.6	1.11	6.9	34.7	2.7	-48.6	-7.6
COc1ccc(NC(=O)CC(Cc2ccccc2)C(=O)O)cc1 (stereo not drawn)
 : -0.2	2.5	1.11	-2.9	2.0	6.9	5.1	-4.0

# More entries
# Order of results: GRIN3A LBD mod	SENP1 FRET inh	hIAP activ	PfGluPho inh	MPTP inh	SENP6 inh	SENP8 block	ATG4B inh
CC(C)Sc1nc2c(c(=O)[nH]c(=O)n2C)n1CCc1ccccc1
 : -0.2	2.3	1.2	10.3	-1.1	-1.4	7.2	3.0
CN1CCN(c2oc(COc3ccc(-c4ccccc4)cc3)nc2C#N)CC1
 : -2.6	1.7	0.992	9.7	1.4	-26.3	18.1	-14.9
CC1O[C@@H](OC2C(O)C(O)C(CO)O[C@H]2OC2C[C@]3(C)C(CC(O)C4[C@@H]([C@]5(C)CC[C@@H](C(C)(C)O)O5)CC[C@]43C)[C@@]3(C)CCC(O)C(C)(C)C23)C(O)C(O)C1O (stereo partly drawn)
 : -1.9	0.8	0.916	-2.2	9.8	-2.7	13.8	0.6
O=C(c1cc2cc(Cl)ccc2oc1=O)N1CCCCCCC1
 : 0.9	-2.5	1.11	5.5	-0.4	2.0	-0.1	-2.6
Fc1ccccc1CSc1nnc2ccc(-c3ccncc3)nn12
 : 0.3	1.3	1.17	15.6	-1.0	-14.7	-2.3	0.2
Cc1cccc(Nc2cc(=O)[nH]c(=O)[nH]2)c1C
 : -5.2	2.1	0.92	15.3	-1.4	3.9	10.2	-2.5
CSc1nc(C)cc(SCC(=O)N/N=C/c2ccccc2)n1
 : -6.6	3.4	1.07	19.0	1.6	-7.9	13.8	-8.3
COc1ccc2cnn(-c3ccc(C)cc3)c(=O)c2c1OC
 : -6.7	-0.8	1.11	-5.7	0.3	-3.4	-19.6	1.7
CCOC(=O)C1C(=O)N(C(=O)c2cncc(Br)c2)CC1c1ccccc1 (stereo not drawn)
 : 2.4	1.6	0.803	-3.2	-1.6	-12.5	4.7	-0.5
COc1ccc(OC)c(S(=O)(=O)NCc2cccnc2)c1
 : -0.9	1.2	1.03	-8.2	-1.3	-8.9	12.0	-1.6
CCn1c(C)nc2cc(C(=O)NNC(=O)Nc3cccc(Cl)c3)ccc21
 : -3.0	0.2	1.38	-1.6	-0.9	7.7	19.9	-9.4
Cc1cccc(C)c1-n1nnnc1-c1cnccc1C(F)(F)F
 : 0.2	1.2	0.966	1.7	-1.1	-19.6	8.4	-3.5
COc1ccc(CCNc2ccc(S(N)(=O)=O)cn2)cc1
 : -1.8	0.2	0.969	-7.7	-1.1	-17.2	-0.7	1.2
COc1cccc(CC2CC(=O)N(CCc3ccc4c(c3)OCO4)C2=O)c1 (stereo not drawn)
 : -9.7	-126.4	0.978	-0.8	-0.6	-11.3	5.5	-4.2
COc1ccccc1NC(=O)CSc1nnc(-c2ccoc2C)n1CCc1ccccc1
 : -0.7	0.2	0.925	21.7	-0.3	-3.9	15.0	-15.9
CC(C)CNC(=S)NNC(=O)c1csc2c1CCCC2
 : 0.6	0.7	1.09	-9.1	-1.7	11.9	7.6	5.3
CCc1ccc(NC(=O)NNC(=O)c2ccc3ccccc3c2O)cc1
 : 6.9	-3.4	1.3	-38.3	4.3	0.8	-379.2	-2.8
CCc1cc(=O)oc2cc(C)cc(OCC(=O)N[C@@H](CSCc3ccccc3)C(=O)O)c12
 : 1.9	3.2	0.999	-5.0	0.0	-8.9	-101.4	-16.6
O=C(Nc1cccnc1)c1noc2c1CCCCC2
 : -0.8	2.2	0.934	-3.5	-1.7	25.6	14.4	-6.6
COc1cc(OC)c(OC)cc1/C=C(\C#N)C(=O)NCc1cccs1
 : 0.1	-29.9	1.25	0.4	-1.1	3.1	-206.2	-8.9

# The listing continues:
# Order of results: GRIN3A LBD mod	SENP1 FRET inh	hIAP activ	PfGluPho inh	MPTP inh	SENP6 inh	SENP8 block	ATG4B inh
CCOC(=O)CC1C(=O)NCCN1C(=O)c1ccc(C)cc1 (stereo not drawn)
 : 5.7	1.3	0.968	-12.8	-1.3	-10.5	11.4	-0.3
CCc1cc2c(N[C@@H](Cc3ccccc3)C(=O)O)ncnc2s1
 : -1.8	-0.4	1.03	-22.4	-0.7	-2.1	9.2	-0.6
Cc1cc2cc(CNC(=O)NC3CCCCC3)ccc2[nH]1
 : -2.7	-7.0	0.999	16.8	0.6	-6.5	-4.4	-7.0
CCOc1ccc(C(=O)COc2ccc(NC(C)=O)cc2)cc1
 : -1.7	-2.2	1.13	-11.6	-3.7	-12.0	-6.7	1.9
COc1ccc(S(=O)(=O)N2CCN(CC(O)COc3ccc(CC#N)cc3)CC2)cc1OC (stereo not drawn)
 : 0.2	-1.3	0.906	-22.1	-0.9	4.5	6.4	-5.3
COC(=O)C(C)(C)ONC(=O)Nc1ccc(C)cc1
 : -3.9	2.6	1.19	5.2	0.9	-6.1	23.4	-3.8
O=C(Nc1ccc(OC(=O)c2ccccc2)c(-c2nc3ccccc3s2)c1)c1ccccc1
 : 3.9	-2.0	1.1	6.6	7.6	1.0	8.9	-5.9
COC(=O)c1nnn(CC(=O)Nc2cccc(OC)c2)c1C(=O)OC
 : -2.7	3.9	0.904	0.7	-0.9	-18.1	9.5	-11.7
Cc1ccc(-c2c(C(=O)NNC(=S)NCC3CCCO3)csc2C)cc1 (stereo not drawn)
 : 0.2	3.0	1.82	3.5	-1.0	-15.2	0.4	15.5
N=c1c2c(n(Cc3ccc(Cl)cc3)c3c1CCC3)CCC2
 : -1.6	1.0	0.934	0.2	-2.9	-11.1	1.8	6.3
Cc1ccc(C)c(C2=NNC(=NCc3ccccc3)SC2)c1
 : -0.6	6.3	.	30.2	0.0	.	21.6	-0.3
O=C(Nc1ccc2c(c1)oc1ccccc12)c1ccc(Br)o1
 : 28.8*	-0.2	1.43	4.0	0.5	47.6	-25.1	-4.7
CCCCn1c(N)c(N(CC(C)C)C(=O)CSCC(=O)Nc2ccc(OC)cc2)c(=O)[nH]c1=O
 : -1.1	-6.1	0.962	1.1	0.1	-9.2	-1.7	-8.8
COc1cccc(CN2CCNC(=O)C2CC(=O)NCCc2ccccn2)c1 (stereo not drawn)
 : 0.2	-3.6	1.16	8.9	-0.2	11.1	3.8	-0.8
O=C(CN1CCCc2ccccc21)NCCc1ccc(Cl)cc1
 : 1.0	29.7	0.971	-2.3	-1.0	3.1	19.3	17.4
CS(=O)(=O)N(CC(=O)Nc1ccccc1)Cc1ccc(Cl)cc1
 : -1.6	2.6	1.13	-5.0	-0.3	3.5	15.5	-8.3
CCOCCCNC(=O)C(NC(=O)c1ccc(=O)[nH]c1)c1ccc(Cl)cc1 (stereo not drawn)
 : 4.2	0.1	0.805	-0.5	-1.7	-4.3	9.5	-10.2
COc1ccc(NC(=O)C#Cc2ccccc2)cc1
 : 10.1*	-0.9	1.22	50.2	0.1	3.7	8.9	-5.3
COc1ccccc1NS(=O)(=O)c1ccc(/C=C/C(=O)O)cc1
 : -0.9	1.7	0.917	-10.3	-0.9	16.9	8.7	1.9
COc1cc(OC)c(NC(=O)Cc2cccs2)cc1Cl
 : -0.2	2.5	1.01	8.6	0.3	21.4	16.0	6.8
CCCn1nc(NC(=O)C2CCCO2)c2cc3cccc(C)c3nc21 (stereo not drawn)
 : 0.5	-40.2	0.82	9.9	-0.4	-6.2	-444.0	-2.2
Cc1c(C(=O)NCc2ccc(F)cc2)c(-c2ccccc2)nn1-c1ccccc1
 : -0.6	1.2	0.969	7.6	1.3	-3.3	17.7	-7.1

# Bioassay records: PubChem BioAssay, Sanford-Burnham Center for Chemical Genomics

# Not a hit list; 6.7% or so of the library scored in one or more.
